D1 potentiator – human D1 dopamine receptor positive modulation; AID 504651; HEK293 TREx D1 cells, calcium flux, dopamine EC20 potentiation; actives 0.036% (n = 360,000); potentiation, % at 10 µM; in the data active = potentiation above about 30%; note: 0% is about no effect
D1 ag – human D1 receptor agonism; HEK293 T-REx D1 cells, calcium flux, agonist mode; activation, % at 2 µM; actives 1% (n = 360,000); AID 504660; in the data active = activation above about 30%; note: 0% is about no effect
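Inducible HEK293 T-REx D1 cells, force-coupled to calcium signalling, were plated at 4000 cells/well with tetracycline and held overnight at 30 C. After no-wash calcium dye loading, compound-evoked calcium rise over 180 s flagged agonists.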
RXFP1 antag – blocks the human relaxin receptor RXFP1; activity change, negative = inhibition, % at 57.5 µM; HEK293-RXFP1, relaxin-stimulated cAMP HTRF, 30 min; hits give low values; actives 0.59% (n = 350,000);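 active = activity change of -60% or lower, but not beyond a set lower limit; inconclusive = change between -60% and -40%, or beyond the set limit; inactive = change above -40%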; note: % is set by controls: 0 for no effect and ±100 for the full control effect
Target sequence (Q9HBX9 whole entry, looked up): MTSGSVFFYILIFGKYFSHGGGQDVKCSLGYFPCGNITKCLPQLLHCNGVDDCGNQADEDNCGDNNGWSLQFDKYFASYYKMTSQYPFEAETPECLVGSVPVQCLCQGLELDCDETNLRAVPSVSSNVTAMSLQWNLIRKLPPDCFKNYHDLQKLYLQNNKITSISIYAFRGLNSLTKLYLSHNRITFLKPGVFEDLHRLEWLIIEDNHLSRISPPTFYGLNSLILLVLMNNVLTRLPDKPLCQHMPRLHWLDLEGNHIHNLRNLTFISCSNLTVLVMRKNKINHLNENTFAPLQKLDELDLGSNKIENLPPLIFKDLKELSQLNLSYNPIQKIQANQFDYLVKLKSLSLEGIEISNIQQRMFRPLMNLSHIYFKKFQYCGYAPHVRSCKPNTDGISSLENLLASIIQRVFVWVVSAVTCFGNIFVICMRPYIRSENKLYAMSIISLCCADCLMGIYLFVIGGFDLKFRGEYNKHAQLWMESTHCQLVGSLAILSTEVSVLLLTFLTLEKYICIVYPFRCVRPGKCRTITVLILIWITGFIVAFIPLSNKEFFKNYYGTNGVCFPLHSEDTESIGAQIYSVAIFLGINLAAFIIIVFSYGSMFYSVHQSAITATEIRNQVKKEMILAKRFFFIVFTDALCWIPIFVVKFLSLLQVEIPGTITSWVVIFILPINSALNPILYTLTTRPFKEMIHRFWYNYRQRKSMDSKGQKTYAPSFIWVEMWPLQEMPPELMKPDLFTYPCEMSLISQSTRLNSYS
Vif-A3G inh – Vif-A3G binding inhibition; Q9HC16; HeLa A3G-eYFP + Vif (tagged APOBEC3G with the HIV-1 protein that degrades it), YFP fluorescence, overnight; Potency, µM (top dose mostly 46.1 µM), inactives show at the highest dose activity, negative = active, hits mostly inhibitors; actives 0.076% (n = 410,000);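 note: potency is the fitted concentration of half-maximal effect; % is set by controls: 0 for no effect and ±100 for the full control effect; nearly all actives have a fitted effect of over 60% in size; hits raise eYFP signal because A3G escapes Vif-driven loss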
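HeLa cells stably expressing Vif and C-terminally eYFP-tagged A3G, seeded overnight at 37 deg C, then exposed to compound by pintool overnight at 37 deg C. Rise in yellow fluorescence (Ex 488/Em 500-530, Acumen) marks blocked Vif-driven A3G degradation.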
RXFP1 ag – agonists of human relaxin receptor RXFP1 | HEK293T-RXFP1 cAMP TR-FRET, 30 min; response scale: percent of porcine relaxin response, buffer zero | Potency, µM (series often up to 57.5 µM), inactives show at the highest dose activation, usual class: activators | actives 0.3% (n = 370,000) | AID 2676; note: potency is the fitted concentration of half-maximal effect; % is set by controls: 0 for no effect and ±100 for the full control effect; nearly all actives have a fitted effect of over 60% in size; many of its hits are not listed in these tables
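HEK293 cells stably expressing RXFP1, treated 30 min at 37C with compounds plus PDE4 inhibitor Ro 20174; cAMP measured by HTRF TR-FRET. Normalized to buffer and 29 nM porcine relaxin; EC50 by Hill fit.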
Vif-A3F inh – inhibitors of Vif-A3F interaction; HeLa A3F-eYFP + Vif (tagged APOBEC3F with the HIV-1 protein that degrades it), YFP fluorescence increase; Potency, µM (series often up to 46.1 µM), for the others: at the top dose activity, negative = active; actives 0.2% (n = 390,000); note: potency is the fitted concentration of half-maximal effect; % of control where 0% means no effect; nearly all actives have a fitted effect of over 65% in size
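HeLa cells stably expressing Vif plus C-terminally eYFP-tagged A3F were seeded, incubated overnight at 37 deg C, dosed with compound, incubated overnight again at 37 deg C. Yellow fluorescence (Ex 488/Em 500-530) reported blocked Vif-mediated A3F-eYFP degradation.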
D2 PAM – positively modulates the human D2 dopamine receptor allosterically; P14416; AID 485347; HEK293 T-REx D2, calcium flux, EC20 dopamine potentiation; actives 0.34% (n = 340,000); potentiation, % at 10 µM;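 active = potentiation over 3 SD above the plate norm, cut at about 30% in these data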; note: 0% is about no effect
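Calcium flux readout, no-wash dye, 1 read/s. Inducible HEK293 Trex D2 line, overnight 30 C. Compound alone 180 s (agonist flags), then EC20 dopamine, another 180 s to score potentiation.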
D1 antag – blocks dopamine activation of the human D1 receptor. P21728. AID 504652. actives 3.2% (n = 360,000). activity change, negative = inhibition, % at 10 µM. HEK293 TREx D1 cells, calcium flux, dopamine EC80; hits give low values; in the data active = activity change below about -30%; note: % is set by controls: 0 for no effect and ±100 for the full control effect
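Using tetracycline-induced force-coupled D1 Hek293 cells and a calcium dye, signals were followed for 180 s after compound, then for 180 s after EC80 dopamine, to detect inhibitors.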
GRP78 ERSR act – ER stress response induction in glioma. U87-MG GRP78 promoter luciferase reporter, 16 h. Potency, µM, for inactives: top-dose activation, usual class: activators. actives 0.02% (n = 420,000). AID 602332; note: potency is the fitted concentration of half-maximal effect; series mostly up to about 76 µM; % of control where 0% means no effect; nearly all actives have a fitted effect of over 35% in size
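Stably transfected U87-MG human glioma cells carrying a GRP78-based luminescent sensor were seeded at 1000 cells/well, pin-dosed with compounds and incubated 16 h. Luciferase reagent was then added, and end-point luminescence was read after 10 min at room temperature.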
Starred values were filed as active, the others as inactive; ? = inconclusive; . = no result given. Unless noted, calls come from the whole dose curve; as a rule, active = well fitted curve in the direction sought with a large enough effect; inconclusive = small, poorly fitted or top-dose-only effect, or another doubt; inactive = no such curve, though single readings can be large; an effect the other way counts as inactive or inconclusive. Only part of the results is shown (hit frequency here may not be typical).

[1] COc1cc(C(=O)N2CCC(c3nc4ccccc4o3)CC2)cc(OC)c1OC
[2] Cc1cc(C)c(C(=O)/C=C/c2cccs2)c(=O)[nH]1
[3] Cc1cc(OCC(=O)Nc2ccncc2)c(C)cc1Br
[4] CC1CCCN(C(=O)CCS(=O)(=O)c2ccc3c(c2)n(C)c(=O)c(=O)n3C)C1 (stereo not drawn)
[5] Cc1ccc(S(=O)(=O)N(C)c2ccc(OCC(=O)Nc3nc4c(ccc5ccccc54)s3)cc2)cc1
[6] CC(=O)Nc1ccc(NC(=O)C2CCC(CNS(=O)(=O)c3cccc4nsnc34)CC2)cc1 (stereo not drawn)
[7] COc1ccc(Nc2nc(NCC3CCCO3)c3ccccc3n2)c(OC)c1 (stereo not drawn)
[8] Cc1cccc(N2CCN(C(=O)c3ccc4nc(N5CCC(C)CC5)sc4c3)CC2)c1C
[9] CC1CCC(N2CC(=O)N(C3CCCCC3)C(c3ccc(F)cc3)C2=O)CC1 (stereo not drawn)
[10] COc1ccc(/C=C(/NC(=O)c2ccccc2)C(=O)N/N=C/c2ccncc2)c(OC)c1

assay / entry,1,2,3,4,5,6,7,8,9,10
D1 potentiator,0,-3,-12,-9,0,4,-11,1,-2,-5
D1 ag,-3,-3,20,4,1,3,1,2,0,3
RXFP1 antag,-14,-3,23,7,0,8,-22,.,-8,-2
Vif-A3G inh,0%,1%,0%,0%,-1%,-2%,-15%,4%,-1%,-1%
RXFP1 ag,-0.9%,-0.2%,-1.1%,?,3.8%,-0.3%,-0.3%,0.1%,2.8%,2.2%
Vif-A3F inh,-6%,5%,-9%,-7%,-1%,1%,-6%,3%,2%,17%
D2 PAM,12,-4,-7,0,0,2,-21,-12,-3,6
D1 antag,4,22,-33*,-17,-17,4,-29,5,33,4
GRP78 ERSR act,-4%,-2%,-2%,-3%,-1%,0%,-5%,-2%,-2%,-2%

[11] O=C(Nc1ccccc1)Nc1ccc(F)c([N+](=O)[O-])c1
[12] Cc1cccc(NS(=O)(=O)c2c(C)n[nH]c2C)c1
[13] COc1ccc(SCC(=O)c2cc(C)c(OC(=S)N(C)C)c(C)c2)cc1
[14] CC(=O)NCC(=O)NC1CCCc2c1cnn2-c1ccc(C(C)(C)C)cc1 (stereo not drawn)
[15] CN1CCC(N(C)C(=O)c2cc(-c3ccccc3Cl)nc3ccccc23)CC1
[16] CCCc1nnc(NC(=O)Cc2coc3cc(C)cc(C)c23)s1
[17] O=c1[nH]c(NCCO)nc2ncn(Cc3ccccc3)c12
[18] Clc1ccc(-c2cccs2)nn1
[19] CC1CCCCC1NC(=O)CCCCn1c(=O)[nH]c2ccsc2c1=O (stereo not drawn)
[20] CC(CNC(=O)COC(=O)c1cccnc1Cl)c1ccccc1 (stereo not drawn)

assay / entry,11,12,13,14,15,16,17,18,19,20
D1 potentiator,-11,-7,-3,-3,-2,0,-3,-2,3,6
D1 ag,30,3,4,2,4,2,-1,2,-4,3
RXFP1 antag,-8,-6,-7,0,-1,-6,-2,5,-3,9
Vif-A3G inh,-5%,4%,1%,-1%,0%,3%,0%,-4%,1%,1%
RXFP1 ag,2.1%,-0.1%,2.0%,-1.9%,-2.6%,1.0%,0.0%,13%,20%,1.4%
Vif-A3F inh,-1%,0%,1%,-10%,-1%,-11%,-2%,11%,8%,-16%
D2 PAM,-8,17,10,-1,-17,-11,-7,-6,-1,-2
D1 antag,-48*,26,-35*,-1,8,9,-21,-4,0,-8
GRP78 ERSR act,-6%,-2%,-3%,1%,-1%,0%,-3%,0%,-4%,-4%

Brought forward from above: 2 compounds, then new ones.
[19] CC1CCCCC1NC(=O)CCCCn1c(=O)[nH]c2ccsc2c1=O (stereo not drawn)
[20] CC(CNC(=O)COC(=O)c1cccnc1Cl)c1ccccc1 (stereo not drawn)
[21] Cc1ccc2cc3cc(C(=O)Nc4ccc(F)cc4Cl)oc3nc2c1
[22] O=C(NCC(=O)N(c1ccccc1)C(C(=O)NC1CCCCC1)c1cccnc1)c1ccco1 (stereo not drawn)
[23] CC(=O)NCc1nc2ccccc2n1Cc1ccccc1F
[24] COc1ccc(C(=O)NCc2ccccn2)cc1
[25] Cc1nn(C)cc1CN(C)C(=O)C1CCC(=O)N(CCc2cccc(F)c2)C1 (stereo not drawn)
[26] COc1cccc(-c2ccc3c(N)c(C(=O)Nc4cc(F)ccc4F)sc3n2)c1
[27] COc1ccc(NC(=O)c2ccccc2[N+](=O)[O-])cc1OC
[28] COc1ccccc1C(=O)Nc1ccc(S(=O)(=O)N(C)c2ccccc2)cc1
[29] O=C1c2cccc(OCC(=O)N3CCCc4ccccc43)c2CCN1Cc1ccccc1
[30] Fc1ccccc1/C=N/Nc1nc(-c2ccccn2)nc2ccccc12

assay / entry,19,20,21,22,23,24,25,26,27,28,29,30
D1 potentiator,3,6,-2,0,0,5,.,-1,1,.,-13,-4
D1 ag,-4,3,4,0,4,1,.,3,2,.,19,3
RXFP1 antag,-3,9,5,-7,-13,0,5,12,18,-7,3,.
Vif-A3G inh,1%,1%,0%,2%,1%,1%,-1%,-2%,3%,-7%,1%,.
RXFP1 ag,20%,1.4%,9.0%,4.3%,-0.6%,1.1%,.,?,0.3%,.,2.9%,6.2%
Vif-A3F inh,8%,-16%,-10%,17%,.,-3%,2%,-10%,4%,3%,-13%,.
D2 PAM,-1,-2,8,-1,-16,-3,.,4,-1,.,.,3
D1 antag,0,-8,-7,3,6,-2,.,-20,-11,.,-3,-18
GRP78 ERSR act,-4%,-4%,0%,1%,-4%,-2%,-5%,8%,-2%,-1%,0%,.

Looked up by structure from above (six):
[25] Cc1nn(C)cc1CN(C)C(=O)C1CCC(=O)N(CCc2cccc(F)c2)C1 (stereo not drawn)
[27] COc1ccc(NC(=O)c2ccccc2[N+](=O)[O-])cc1OC
[4] CC1CCCN(C(=O)CCS(=O)(=O)c2ccc3c(c2)n(C)c(=O)c(=O)n3C)C1 (stereo not drawn)
[3] Cc1cc(OCC(=O)Nc2ccncc2)c(C)cc1Br
[15] CN1CCC(N(C)C(=O)c2cc(-c3ccccc3Cl)nc3ccccc23)CC1
[6] CC(=O)Nc1ccc(NC(=O)C2CCC(CNS(=O)(=O)c3cccc4nsnc34)CC2)cc1 (stereo not drawn)

assay / entry,25,27,4,3,15,6
D1 potentiator,.,1,-9,-12,-2,4
D1 ag,.,2,4,20,4,3
RXFP1 antag,5,18,7,23,-1,8
Vif-A3G inh,-1%,3%,0%,0%,0%,-2%
RXFP1 ag,.,0.3%,?,-1.1%,-2.6%,-0.3%
Vif-A3F inh,2%,4%,-7%,-9%,-1%,1%
D2 PAM,.,-1,0,-7,-17,2
D1 antag,.,-11,-17,-33*,8,4
GRP78 ERSR act,-5%,-2%,-3%,-2%,-1%,0%

(next part)
[31] O=C(C(Cc1ccccc1)n1cccc1)N1CCN(C2CCCCC2)CC1 (stereo not drawn)
[32] COc1ccc(NC(=S)Nc2ccccc2)cn1
[33] NC(=O)c1ccc[n+](CC(=O)c2ccccc2)c1
[34] O=C(CSc1nc2ccccc2s1)NCCCN1CCOCC1
[35] CCCCCC(C)NC(=O)c1ccoc1C (stereo not drawn)
[36] CCOC(=O)c1nnn(-c2nonc2N)c1COc1cc(C)c(Cl)c(C)c1
[37] Cc1cc(NC(=O)CCC(=O)N(Cc2ccccc2)C2(C(=O)NC3CCCCC3)CCCC2)no1
[38] CCOC(=O)c1oc2ccccc2c1CN1CCN(C(=O)c2ccccc2)CC1
[39] CCOC(=O)C1(C(F)(F)F)N=C(c2cccnc2)OC(N2CCCCC2)=N1 (stereo not drawn)
[40] O=C(Nc1nc(-c2ccccn2)cs1)c1cc(S(=O)(=O)N2CCOCC2)ccc1F

assay / entry,31,32,33,34,35,36,37,38,39,40
D1 potentiator,-2,-2,3,-7,-5,-6,-4,3,-5,1
D1 ag,1,2,2,1,0,19,1,2,1,0
RXFP1 antag,1,-9,6,-1,-23,-24,-16,3,-8,2
Vif-A3G inh,-4%,1%,-2%,1%,1%,-8%,3%,-6%,-2%,0%
RXFP1 ag,0.5%,6.1%,7.2%,0.5%,0.2%,-0.7%,2.6%,1.1%,0.5%,-0.2%
Vif-A3F inh,-5%,1%,2%,2%,2%,0%,3%,2%,5%,-13%
D2 PAM,7,-2,5,-5,-14,18,2,-6,12,-4
D1 antag,10,4,0,-9,12,5,14,-12,-1,-12
GRP78 ERSR act,-2%,-1%,0%,-2%,1%,1%,-3%,-2%,-3%,-1%

[41] Cc1ccc(OCCC(=O)OCC(=O)Nc2ccc(N3CCOCC3)cc2)cc1
[42] CC1(C(=O)Nc2ncc(Cc3ccc(Br)cc3)s2)Cc2ccccc2C(=O)O1 (stereo not drawn)
[43] CCc1cc2c(=O)c(-c3nc4ccccc4n3C)c(COCC(=O)O)oc2cc1OC(=O)C(C)(C)C
[44] CCCCNC(=O)CSc1nc2cc3c(cc2c(=O)n1CCCCCC(=O)NCc1ccc(OC)cc1)OCO3
[45] CC(=O)Nc1ccc(NC(=O)Cn2c(=O)n(-c3ccc(F)cc3)c(=O)c3oc4ccccc4c32)cc1
[46] CN1CCN(c2ccccc2NC(=O)c2ccc(-c3ccc(Br)cc3)o2)CC1

assay / entry,41,42,43,44,45,46
D1 potentiator,-6,2,3,2,-4,0
D1 ag,4,11,0,3,1,1
RXFP1 antag,11,.,8,-6,-11,5
Vif-A3G inh,2%,-19%,2%,-1%,4%,?
RXFP1 ag,-1.2%,-1.9%,3.7%,-0.6%,0.3%,4.1%
Vif-A3F inh,0%,6%,1%,-7%,-8%,-11%
D2 PAM,2,26,-4,2,-10,-6
D1 antag,2,52,2,3,14,-7
GRP78 ERSR act,-3%,-4%,0%,-1%,-1%,-6%
